# From PubChem BioAssay
# NPY-Y1 PAM-ag: potentiators or agonists of human neuropeptide Y receptor Y1 | activation, % at 3.6 µM | P25929 | actives 0.37% (n = 220,000) | AID 1304 | NPY-Y1 expressing cells, potentiator/agonist activation; in the data active means activation above about 33%, passing the limit was not always enough;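 further: cells stimulated with NPY at EC10 then isoproterenol at EC100; 0% = low agonist plus stimulus and 100% = saturating agonist plus stimulus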
# Target sequence (P25929 whole entry, looked up): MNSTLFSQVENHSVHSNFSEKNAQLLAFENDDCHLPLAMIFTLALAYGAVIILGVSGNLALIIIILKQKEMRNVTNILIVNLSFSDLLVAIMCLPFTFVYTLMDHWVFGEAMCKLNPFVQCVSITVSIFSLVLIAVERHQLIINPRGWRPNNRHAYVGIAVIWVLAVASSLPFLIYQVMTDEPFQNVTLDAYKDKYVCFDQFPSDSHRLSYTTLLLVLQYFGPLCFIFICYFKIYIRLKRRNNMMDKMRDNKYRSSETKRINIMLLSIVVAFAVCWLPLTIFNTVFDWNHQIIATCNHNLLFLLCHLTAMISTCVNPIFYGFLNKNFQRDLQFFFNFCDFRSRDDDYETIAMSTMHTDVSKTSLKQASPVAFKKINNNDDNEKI
# NPY-Y1 antag: blocks the human neuropeptide Y Y1 receptor; P25929; HEK293-CNG Y1 cells, membrane potential fluorescence; NPY at EC95, then isoproterenol; inhibition, % at 3.6 µM; actives 1% (n = 200,000);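 active means inhibition above the campaign mean inhibition of all tested compounds plus 3 SD, cut at about 20% in these data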;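 further: 0% = DMSO wells given NPY plus isoproterenol and 100% = isoproterenol alone without NPY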
#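 material = HEK293 cells with Y1 receptor plus CNG channel | also added = NPY 25 nM then isoproterenol 1 µM plus Ro 20-1724 25 µM | schedule = dye 3 h, compound 60 min room temperature, stimulation 45 min | measured by = membrane potential fluorescence | benchmarks = high control isoproterenol alone, low control NPY with isoproterenol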
# PGE2 EP2 inh: EP2 receptor (human) inhibition. C6 glioma cells expressing human EP2, cAMP TR-FRET; cells stimulated with saturating PGE2. inhibition, % at 25 µM. P43116. actives 0.52% (n = 260,000);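 active means percent inhibition above 40 after rounding to a whole number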;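 further: rat C6 glioma host cells with rolipram phosphodiesterase inhibitor present; the protocol text gives 20 µM as final concentration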
# NPY2 pot ag: potentiates or activates human NPY-Y2 receptor; cells expressing NPY-Y2, potentiator/agonist read-out; activation, % at 3.6 µM; actives 0.45% (n = 220,000); AID 1359; in the data active means activation above about 27%;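 further: cells stimulated with NPY near EC25 plus isoproterenol at EC100; 0% = vehicle plus submaximal agonist and 100% = vehicle plus saturating agonist; some results beyond the cut were filed as inactive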
# Target sequence (P49146 whole entry, looked up): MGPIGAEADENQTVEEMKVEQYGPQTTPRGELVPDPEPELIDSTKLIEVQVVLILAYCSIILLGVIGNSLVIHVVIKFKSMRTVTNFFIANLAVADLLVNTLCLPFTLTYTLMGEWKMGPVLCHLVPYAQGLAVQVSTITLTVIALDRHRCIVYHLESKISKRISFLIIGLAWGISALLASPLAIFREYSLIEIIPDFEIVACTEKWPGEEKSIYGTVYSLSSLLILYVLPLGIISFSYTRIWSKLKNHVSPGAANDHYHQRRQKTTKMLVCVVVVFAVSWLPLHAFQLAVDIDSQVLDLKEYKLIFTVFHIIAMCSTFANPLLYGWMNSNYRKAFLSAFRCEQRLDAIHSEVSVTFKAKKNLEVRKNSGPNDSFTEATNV
# eIF4E-4G inh: blocks eIF4E binding to eIF4G; P63073+Q04637; AID 782; inhibition, % at 21.7 µM; actives 0.37% (n = 220,000); TR-FRET eIF4E-eIF4GI(517-606) binding, 2 h;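 active means inhibition above about 30%, limit read from the data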;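 further: 0% = full FRET control wells and 100% = background wells lacking eIF4GI fragment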
# EP2 mod: EP2 receptor (human) modulation | P43116 | EP2-expressing cells, cAMP HTRF FRET, PGE2 co-stimulation | induction, % at 25 µM | actives 0.83% (n = 260,000);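 active means compounds whose cAMP rise, as percent of the full-agonist control response, exceeds 60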;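 further: rat C6 glioma line stably carrying human EP2 under a CMV promoter; the protocol text gives 20 µM as final concentration; 100% = response of wells given 1 µM PGE2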
# S1P4 antag: human S1P4 receptor antagonism | AID 1510 | actives 0.26% (n = 220,000) | S1P4-expressing cells, antagonist mode, reporter read-out | O95977 | inhibition, % at 4.98 µM; in the data active means inhibition above about 29%;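 further: 0% = wells stimulated with agonist and 100% = vehicle wells without agonist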
# S1P4 ag: activates the human S1P4 receptor | actives 0.35% (n = 220,000) | S1P4-expressing cell line, agonist reporter assay | AID 1509 | activation, % at 4.98 µM; in the data active means activation above about 11%;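 further: 0% = DMSO vehicle and 100% = reference agonist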
# p97 ATPase inh: human p97 ATPase inhibition; P55072; recombinant p97 ATPase, Kinase-Glo ATP luminescence, 3 h; inhibition, % at 8 µM; actives 0.42% (n = 220,000); in the data active means inhibition above about 15%;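 further: 0% = DMSO vehicle and 100% = wells lacking enzyme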
# * = called active by the depositor; nt = not tested or not shown; & = joins results of further samples; [ ] = remark or other dose.
SMILES,NPY-Y1 PAM-ag,NPY-Y1 antag,PGE2 EP2 inh,NPY2 pot ag,eIF4E-4G inh,EP2 mod,S1P4 antag,S1P4 ag,p97 ATPase inh
CCCCc1ccc(NC(=O)CSCc2cc(=O)[nH][nH]2)cc1,-17.2,0.8,5.1,-9.7,-1.1,15.4,-0.3,-2.7,-3.0
CC(NC(=O)COC(=O)Cc1ccsc1)c1ccccc1 (stereo not given),-6.5,1.0,8.9,3.7,-6.7,27.1,-12.9,0.1,4.4
CCOC(=O)C1CCN(CC(O)COc2ccc(C(C)(C)C)cc2)CC1 (stereo not given),-19.5,10.3,-0.2,-16.1,1.9,6.5,-18.7,1.2,-11.0
CS(=O)(=O)N(CC(=O)NC1CCCC1)c1ccc(Oc2ccccc2)cc1,-2.1,-1.1,8.1,-10.7,2.7,-27.2,-12.4,-0.4,-0.3
O=C(CCC1CCCN(Cc2ccc3c(c2)OCCO3)C1)NCc1ccc(F)c(F)c1 (stereo not given),-21.2,6.8,7.5,-6.7,-1.8,-9.1,-16.6,1.3,0.5
COC(=O)c1sc(N)c(C(=O)OC)c1COC(=O)CNS(=O)(=O)c1cccc(C#N)c1,-40.3,-4.1,14.3,-12.8,4.0[fluorescence artefact?],-15.0,15.6,-0.6,-0.1
CCCNC(=O)c1ccccc1NC(=O)CN(c1ccccc1)S(=O)(=O)N(C)C,-4.8,-0.5,3.6,-11.6,4.8,-7.9,-4.2,1.5,-3.4
CCN(CC)CC#CC(OC)(c1ccccc1)c1ccccc1,3.3,12.1,7.8,1.1,-1.0,39.2,-2.6,0.7,3.6
O=C(NCC1CCCN(Cc2ccc3nonc3c2)C1)c1ccc(F)cc1 (stereo not given),7.1,-7.5,8.1,-2.4,-0.3,-57.0,2.6,0.3,4.9
CO/N=C/c1cccn1-c1nccc(N(C)C)c1C#N,-6.0,5.8,6.2,0.8,-2.6,3.6,-0.7,-0.7,-2.4
O=C(c1c[nH]c(C(=O)C(Cl)(Cl)Cl)c1)c1ccccc1Cl,5.7,-2.0,16.0,-1.2,-5.7,-10.4,7.1,-0.3,-0.7
CCC1(c2cccc(Cl)c2)NC(=O)N(Cc2cc(C(=O)OC)c(C)o2)C1=O (stereo not given),7.7,-1.1,12.4,-9.4,7.7,8.7,-23.9,0.0,-1.7
CCOc1ccccc1NC(=O)c1cc(SC)ccc1Cl,-8.1,4.2,4.8,-7.0,-4.7,59.7,-19.0,1.2,2.5
Cc1ccc(/C=C/C(=O)OCn2nnc3ccccc3c2=O)o1,1.9,nt,4.2,11.1,-6.7,-13.8,-22.1,-0.5,5.0
O=C1Cn2c(nc3ccccc32)-c2ccccc2N1,1.6,1.0,8.2,-11.9,-2.3,6.2,-25.7,1.3,-5.2
COc1ccc(CNC(=O)COC(=O)/C=C/c2cccc(Br)c2)cc1OC,-2.3,10.7,16.4,-20.7,0.2,-30.7,0.8,1.7,2.0
CCOc1ccc(S(=O)(=O)NCc2ccc(Cl)cc2)c2cccnc12,-4.5,4.9,5.4,-1.7,5.6,14.3,1.1,-1.0,-4.0
COC(=O)C1=C(C)N(Cc2ccc(C)cc2)C(=O)/C1=C\c1ccc(O)c(OC)c1,-2.5,4.8,12.8,9.7,1.4[fluorescence artefact?],54.4,-6.5,-0.4,-3.6
COc1ccc(OCC(O)CN2CCN(Cc3ccc4c(c3)OCO4)CC2)cc1 (stereo not given),-19.9,-1.1,6.6,-10.3,-0.5,9.1,-2.7,0.5,4.3
Cc1c(C(=O)CN2CCSCC2)c2ccccc2n1C,-4.1,1.5,6.1,4.8,1.2,9.8,-11.2,0.6,-3.4
COc1ccc2c(c1)Sc1ccccc1N2,16.8,-4.4,2.5,9.8,10.7,-38.8,-23.5,-1.1,2.0
Cc1ccc(NC(=O)CN2C(=O)S/C(=C\c3cc(C)n(-c4cccc(C(=O)O)c4)c3C)C2=O)cc1,1.3,-0.3,1.7,-11.9,0.8,-9.6,-11.4,-0.9,4.4
COCCCNC(=O)/C=C/c1cccc(Cl)c1,30.8,10.0,6.5,11.4,-0.7,-23.4,-13.9,0.1,1.5
Cc1cc(C)n(-c2cc(C)c(C)cc2Br)n1,-5.9,1.3,21.4,-8.5,-4.3,15.4,-5.3,-1.1,0.4
COc1ccc(NC(=O)/C=C/C(=O)O)cc1Cl,4.6,7.8,16.1,0.5,nt,5.8,-39.6,-0.8,5.1
SMILES,NPY-Y1 PAM-ag,NPY-Y1 antag,PGE2 EP2 inh,NPY2 pot ag,eIF4E-4G inh,EP2 mod,S1P4 antag,S1P4 ag,p97 ATPase inh
CCn1c(SCC(=O)N2CCCCC2)nnc1-c1ccc(S(=O)(=O)N2CCN(C)CC2)cc1,-12.5,0.1,1.7,-0.5,10.7,32.6,-5.1,0.5,3.9
Cc1ccc2nc3c(c(C(=O)O)c2c1)CCC3,-38.3,22.1*,3.4&14.3,-1.7,4.5,0.1&-5.9,10.8,-0.4,1.2
O=C(CN1CCN(c2nc(-c3ccc(F)cc3)cs2)CC1)NCc1ccc2c(c1)OCO2,-7.5,13.6,8.0,-2.1,-9.3,-45.5,3.3,-0.3,1.9
Brc1ccc(C2CC(c3ccccc3)=Nc3ccccc3N2)cc1 (stereo not given),-15.1,15.6,6.2,-13.8,-10.8,57.0,-6.9,-0.2,-10.5
CCCS(=O)(=O)c1c(S(=O)(=O)CCC)c2c(C)cccn2c1C(N)=O,-20.8,-0.1,14.8,14.2,2.8,18.6,-7.8,0.2,3.2
O=C(COC(=O)c1ccccc1C(=O)c1ccc(Cl)cc1)NC(c1ccccc1)c1ccccc1,14.6,7.3,8.4,7.8,5.3[fluorescence artefact?],41.7,-8.4,-1.2,-4.2
O=C(CSC1=NCCN1)NC12CC3CC(CC(C3)C1)C2,-10.8,6.7,18.8,14.8,9.4[fluorescence artefact?],6.2,1.4,0.5,4.9
CCN(CCn1cccn1)C(=O)CCc1nnc(C2(c3ccc(Cl)cc3)CCC2)o1,9.5,-0.5,8.7,-8.0,-0.5,-9.7,-17.5,1.8,-5.0
O=C(Nc1ccc(F)cc1)c1ccccc1NS(=O)(=O)N1CCCC1,15.4,-0.2,6.3,-18.7,-1.2,-14.8,-14.8,1.3,1.5
CCCn1c(=O)c(C(=O)NCc2ccco2)c(O)c2ccccc21,-1.9,8.0,7.5,-2.7,4.2,45.6,1.5,1.7,2.6
COCCN1C(=O)/C(=C/c2ccc(N3CCCC3)cc2)SC1=S,-13.6,1.0,8.1,-8.3,-0.3,9.1,-4.0,1.6,4.5
COc1ccc(CCN2CC(C(=O)NCc3ccco3)CC2=O)cc1OC (stereo not given),-19.9,-2.9,1.1,1.8,0.8,-8.2,5.7,-5.1,-2.1
COc1ccccc1NS(=O)(=O)c1cccc(-n2c(O)c(C=Nc3ccccc3C(=O)O)c3ccccc3c2=O)c1,32.4,nt,13.3,45.0*,3.6,7.5,-24.6,1.9,-7.1
C=CCNC(=O)Cc1c(OC)ccc2cc(Br)ccc12,8.4,1.5,24.6,-0.1,2.4,45.2,-7.2,-0.3,-3.9
Cc1cc(-c2nnc(CCC(=O)N(CC3CC3)CC3CCCO3)o2)no1 (stereo not given),7.0,-1.5,6.2,-1.3,0.8,0.4,6.3,-0.2,3.3
COc1ccc(N2C(=O)CC(NC34CC5CC(CC(C5)C3)C4)C2=O)c(OC)c1 (stereo not given),-1.8,-1.0,3.2,-16.0,0.7,4.4,11.5,1.2,0.3
O=C(C1=C[C@@H]2[C@H]3C(=O)N(c4ccccc4Cl)C(=O)[C@H]3[C@@H](C(=O)c3ccc(Cl)cc3)N2C=C1)c1ccccc1,-8.6,1.4,7.3,-4.0,-0.9[fluorescence artefact?],-14.1,3.4,-0.9,10.6
Cc1ccccc1OCC(=O)OCC(=O)c1ccc(-c2ccccc2)cc1,-5.8,4.0,12.3,8.9,8.5,-5.9,-14.6,-0.5,2.2
C/C(=N\Nc1cccc2cccnc12)c1ccc[nH]1,1.6,10.4,5.4,3.0,2.8,-49.8,-11.8,0.1,9.3
CCC(C)C1NC(=S)N(C2CCCCC2)C1=O (stereo not given),-1.7,-1.0,4.2,7.2,3.8,13.0,-5.2,-2.5,-8.4
CCOC(=O)/C(C#N)=C/c1ccc(SC)cc1,-9.8,0.6,6.8,3.4,-0.5,31.0,-3.9,1.9,0.4
O=C1c2ccccc2NC(c2ccncc2)N1c1ccccn1 (stereo not given),19.8,-3.5,9.8,13.0,4.5,37.4,0.9,-0.7,6.4
CN(Cc1ccccc1)C(=O)CCC(=O)N(C)Cc1ccccc1,14.8,-1.3,8.7,11.7,0.6[fluorescence artefact?],2.2,-9.4,-0.2,2.0
CCOC(=O)c1ccc(N2C(=O)CC(N3CCN(C(=O)c4ccco4)CC3)C2=O)cc1 (stereo not given),-17.9,9.0,9.6,8.3,2.5,4.5,-17.2,1.1,5.9
Cn1ccc(NC(=O)Nc2cccc(C(F)(F)F)c2)n1,1.9,-6.1,9.0,13.8,1.5,-35.3,-13.2,1.6,4.7

# 3 entries already listed, sorted by molecular weight, ascending.
SMILES,NPY-Y1 PAM-ag,NPY-Y1 antag,PGE2 EP2 inh,NPY2 pot ag,eIF4E-4G inh,EP2 mod,S1P4 antag,S1P4 ag,p97 ATPase inh
O=C(Nc1ccc(F)cc1)c1ccccc1NS(=O)(=O)N1CCCC1,15.4,-0.2,6.3,-18.7,-1.2,-14.8,-14.8,1.3,1.5
O=C(COC(=O)c1ccccc1C(=O)c1ccc(Cl)cc1)NC(c1ccccc1)c1ccccc1,14.6,7.3,8.4,7.8,5.3[fluorescence artefact?],41.7,-8.4,-1.2,-4.2
O=C(C1=C[C@@H]2[C@H]3C(=O)N(c4ccccc4Cl)C(=O)[C@H]3[C@@H](C(=O)c3ccc(Cl)cc3)N2C=C1)c1ccccc1,-8.6,1.4,7.3,-4.0,-0.9[fluorescence artefact?],-14.1,3.4,-0.9,10.6

# Other structures
SMILES,NPY-Y1 PAM-ag,NPY-Y1 antag,PGE2 EP2 inh,NPY2 pot ag,eIF4E-4G inh,EP2 mod,S1P4 antag,S1P4 ag,p97 ATPase inh
O=C(CN(C(=O)c1ccccc1Cl)N1C(=O)C2C3C=CC(C3)C2C1=O)c1cccs1 (stereo not given),10.0,-0.3,7.2,-0.8,-5.4,-9.1,-3.8,-0.7,0.2
Cc1cc(C(F)F)n2nc(C(=O)Nc3sc4c(c3C(N)=O)CCC4)nc2n1,3.1,-6.4,6.1,-3.2,6.0,-8.5,-33.3,0.9,-0.1
CCOc1ccccc1CNC(=O)CCNC(=O)Cn1ccc2ccccc2c1=O,24.5,3.9,10.3,-3.5,-5.0,3.8,-8.6,1.3,1.9
C=C(C)c1cccc(C(C)(C)NC(=O)Nc2cc(C)ccn2)c1,-1.0,5.3,4.4,17.6,1.1[fluorescence artefact?],-16.7,-4.3,-0.5,3.2
COc1ccc(/C(C)=N/OCC(=O)N2CC3(C)CC2CC(C)(C)C3)cc1 (stereo not given),-1.7,9.6,8.1,17.0,3.3,18.5,2.8,-2.3,-8.5
O=C(Nc1ccccn1)c1ccc(COc2ccccc2Cl)o1,-23.0,1.2,3.6,-11.0,1.1,-36.7,-15.1,-0.2,-7.1
O=C(c1ccco1)N1CCN(C(=O)c2cnn3cccnc23)CC1,-20.8,-2.9,5.7,-2.1,2.4[fluorescence artefact?],10.9,0.5,10.8,3.3

# An excerpt; rates above refer to the full screens.
